# LMPTP inh = LMPTP (human) inhibition | inhibition, % at 20 µM | AID 651560 | hit rate 0.22% among 360,000 | recombinant LMPTP-A, OMFP fluorogenic substrate, fluorescence intensity | P24666;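 active = compounds that cut the enzyme signal by at least half of the control window in the single-dose screen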;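 note: plate controls were DMSO wells with enzyme plus substrate for no effect and substrate without enzyme for full effect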
# Target sequence (P24666 whole entry, looked up): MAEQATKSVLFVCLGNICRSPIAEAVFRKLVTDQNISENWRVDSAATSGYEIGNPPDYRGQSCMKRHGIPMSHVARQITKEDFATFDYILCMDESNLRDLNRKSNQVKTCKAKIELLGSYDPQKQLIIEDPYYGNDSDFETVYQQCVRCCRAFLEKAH
#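 Test system: LMPTP-A phosphatase enzyme. Amount: LMPTP-A at 0.625 nM final in the reaction. Reagent: OMFP substrate, 400 µM final. Times: 50 min at room temperature. Signal: endpoint fluorescence intensity from OMFP dephosphorylation. Read-out basis: % inhibition. Benchmarks: no-enzyme and uninhibited controls.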
# SUMO1 PPI mod = alters human SUMO1 binding to SIM partners | P63165 | inhibition, % at 20 µM | SUMO1 binding to a labelled peptide, TR-FRET, 1 h | hit rate 0.33% among 360,000; in the data active = inhibition above about 37%
# Target sequence (P63165 whole entry, looked up): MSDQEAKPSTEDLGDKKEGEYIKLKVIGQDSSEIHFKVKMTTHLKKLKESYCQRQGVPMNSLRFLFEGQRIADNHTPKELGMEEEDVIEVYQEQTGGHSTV
# TbMetRS inhib = blocks T. brucei methionyl-tRNA synthetase activity. purified T. brucei MetRS, ATP depletion, Kinase-Glo luminescence. inhibition, % at 11.9 µM. hit rate 0.4% among 360,000. AID 624268;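 active = inhibition above a per-plate cutoff of the control wells' mean inhibition plus 3 SD, cut at about 5.5% in these data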;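 note: 0% = DMSO wells median and 100% = median of wells with control inhibitor compound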
#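 technique = Kinase-Glo luminescence, ATP depletion format | system = purified MetRS (methionyl-tRNA synthetase) enzyme from Trypanosoma brucei | timing = 15 min preincubation, 2 h reaction, all 25 °C | evaluation = percent inhibition versus plate control medians | dosing = single dose, 11.9 µM final nominal, 0.9% final DMSO | also added = substrates ATP, L-methionine and bulk Escherichia coli tRNA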
# STEP inh = STEP (human) phosphatase inhibition; hit rate 0.25% among 360,000; inhibition, % at 20 µM; recombinant STEP, OMFP fluorogenic substrate, fluorescence;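 active = inhibition at 20 µM, scaled per plate between control wells, above about 37%, limit read from the data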;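 note: 0% = DMSO with enzyme and substrate and 100% = substrate only without enzyme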
# Target sequence (P54829 whole entry, looked up): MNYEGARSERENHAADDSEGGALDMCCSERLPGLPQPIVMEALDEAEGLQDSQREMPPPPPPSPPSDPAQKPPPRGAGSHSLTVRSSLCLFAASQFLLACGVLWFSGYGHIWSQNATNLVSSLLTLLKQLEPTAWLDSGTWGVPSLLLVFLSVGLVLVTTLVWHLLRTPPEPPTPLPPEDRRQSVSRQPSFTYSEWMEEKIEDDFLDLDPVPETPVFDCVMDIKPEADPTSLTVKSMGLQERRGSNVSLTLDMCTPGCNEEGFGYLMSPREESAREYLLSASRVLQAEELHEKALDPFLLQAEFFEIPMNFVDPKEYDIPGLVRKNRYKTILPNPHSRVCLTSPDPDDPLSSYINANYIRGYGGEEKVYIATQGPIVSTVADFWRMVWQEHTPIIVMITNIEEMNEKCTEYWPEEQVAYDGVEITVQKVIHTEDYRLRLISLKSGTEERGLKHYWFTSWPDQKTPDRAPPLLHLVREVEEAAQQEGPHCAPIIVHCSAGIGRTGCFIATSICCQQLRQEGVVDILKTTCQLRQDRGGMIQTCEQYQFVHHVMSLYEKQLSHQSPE
#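 System: STEP phosphatase, cell-free reaction; Buffer or medium: Bis-Tris pH 6.0 buffer with DTT, detergent; Incubation: 20 min at room temperature, dark; Measured by: fluorescence, 480/540 nm.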
# MsrA inh = bovine MsrA inhibition. purified bovine MsrA, absorbance read-out. inhibition, % at 15.5 µM. hit rate 0.75% among 360,000; in the data active = inhibition above about 4.5%;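 note: 0% = vehicle wells with enzyme and 100% = reference inhibitor wells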
# NadD inh = blocks S. aureus nicotinate mononucleotide adenylyltransferase; purified NadD enzyme, colorimetric absorbance read-out; inhibition, % at 20 µM; hit rate 0.78% among 360,000; AID 602399; in the data active = inhibition above about 26%; note: some compounds past the cut are filed as inactive
# Rpn11 inh = Rpn11 (human) deubiquitinase inhibition. O00487. hit rate 0.59% among 360,000. human 26S proteasome, Ub4-pepOG fluorescence polarization; 20S core pre-blocked with epoxomicin. calls only at 20 µM. AID 588493;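 active = inhibition at 20 µM, scaled to each plate's controls, above about 33%, limit read from the data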
# DNMT1 inh = inhibitors of human DNMT1 | hit rate 0.83% among 360,000 | DNMT1 molecular beacon, Hinp1I cleavage, fluorescence | inhibition (reported as % activation of signal), % at 10 µM; in the data active = inhibition above about 50%
# CSN deneddyl inh = blocks human CSN-mediated cullin deneddylation; hit rate 0.38% among 360,000; Purified CSN, SCF-Nedd8-OG deneddylation, fluorescence polarization; inhibition, % at 12.5 µM;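 active = pattern-corrected inhibition above about 35%, with an unprinted fluorescence ratio check between 0.5 and 1.5, limit read from the data, passing the limit was not always enough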;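 note: 0% = enzyme with substrate and 100% = substrate without enzyme; some results filed as inactive read as strong as hits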
#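 test system = HEK293T-derived human Csn5 enzyme | amount = 0.24 nM Csn5 enzyme, final concentration | medium = Tris/NaCl/DTT buffer, pH 7.5 | schedule = 90 min reaction at room temperature | signal = FP | evaluation = inhibition of Csn5 cleavage, % | compound dosing = single dose of 12.5 µM compound with 0.25% DMSO | probe or stimulus = 10 nM SCFSkp2-Nedd8OG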
# Scp1 inh = inhibitors of human Scp-1 phosphatase | Recombinant Scp1, phosphopeptide, malachite green phosphate absorbance | Q9GZU7 | hit rate 0.88% among 340,000 | inhibition, % at 20 µM;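 active = inhibition above about 50% at 20 µM, limit read from the data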;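 note: plate controls were DMSO wells with enzyme for no effect and wells lacking enzyme for full effect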
# Target sequence (Q9GZU7 76-261 limits assumed): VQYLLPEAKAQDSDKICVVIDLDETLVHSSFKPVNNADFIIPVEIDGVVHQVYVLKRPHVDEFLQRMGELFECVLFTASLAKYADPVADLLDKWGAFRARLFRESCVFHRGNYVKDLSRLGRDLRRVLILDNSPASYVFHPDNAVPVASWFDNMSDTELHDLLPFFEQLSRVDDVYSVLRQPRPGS
#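 Incubation: 45 min enzyme reaction at room temperature / System: truncated SCP-1 phosphatase (76-261aa) / Reagent: Phospho 17-mer peptide substrate / Buffer or medium: Acidic Tris acetate buffer with magnesium and detergent / Signal: absorbance at 630 nm / Doses: one concentration, 20 µM, with 1.0% DMSO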
# * marks the source's active call; other numbers are inactive results; i = inactive; . = no result given.
# Fields – LMPTP inh	SUMO1 PPI mod	TbMetRS inhib	STEP inh	MsrA inh	NadD inh	Rpn11 inh	DNMT1 inh	CSN deneddyl inh	Scp1 inh
- O=C(O)CCC(=O)N1CCc2cc(S(=O)(=O)NC3CCCc4ccccc43)ccc21 (configuration not stated)
    0.7	3	-0.7	-2	-0.7	17	i	2	2	0
- Cc1ccc(C)c(OCCn2cc(/C=C(\C#N)C(=O)NCC3CCCO3)c3ccccc32)c1 (configuration not stated)
    5.2	-6	-0.8	-1	0.6	-8	i	-5	2	-1
- COC(=O)c1ccccc1NC(=O)c1cncc(Br)c1
    0.6	4	0.2	2	0.9	-4	i	4	0	-4
- COc1cccc(S(=O)(=O)Nc2cccnc2)c1
    -1.2	-4	-0.7	-1	-1.5	-7	i	-1	-9	-6
- COc1ccc(/C=C(/NC(=O)c2ccccc2)C(=O)N/N=C/c2ccncc2)cc1
    0.4	-12	0.2	-3	6.0*	4	i	-2	1	1
- Cc1cc(=O)[nH]c2c1cnn2C(C)c1ccccc1 (configuration not stated)
    -0.2	0	-0.3	0	0.2	-3	i	-2	0	-7
- CC1(C)N=C(N)NC(Nc2ccccc2Cl)=N1
    0.0	-1	-0.7	4	-0.2	0	i	-1	1	-9
- O=C(Nc1ccccc1Br)C1CC(=O)N(c2ccc3c(c2)OCCO3)C1 (configuration not stated)
    -1.2	-1	-0.5	0	-0.8	-7	i	1	3	-6
- COc1ccc(OCC(=O)Nc2cccc(NC(=O)COc3ccc(OC)cc3)n2)cc1
    1.6	1	-0.7	1	-1.7	4	i	2	-1	5
- Cc1ccc(C(=O)N2CCN(CCNC(=O)C(=O)NCc3ccc(Cl)cc3)CC2)cc1
    -0.5	-2	-0.8	-4	-0.8	-2	i	2	1	-5
- C=CCn1c(=O)/c(=C\c2ccccn2)s/c1=C(/C#N)C(=O)NCC1CCCO1 (configuration not stated)
    1.0	-14	0.4	0	0.1	-1	.	-1	1	-6
- O=C(C(Cl)Cl)N1CCN(Cc2ccc3c(c2)OCO3)CC1
    1.0	2	-0.8	-2	-0.5	-2	i	8	-1	-9
- CCN1C[C@@H]2[C@@H]3C(=O)N(C)C(=O)[C@@H]3[C@](CC)(C1=O)N2C(=O)c1ccc(C(C)(C)C)cc1
    -1.7	8	-0.2	2	1.2	3	i	-2	-6	-2
- CCc1nc2c(OCc3ccc(F)cc3)cccn2c1N(C)C(=O)COc1ccccc1
    -2.1	-4	-0.7	1	-1.0	3	i	-7	-5	.
- Cc1nc(C)c(C(=O)Nc2ccc(Oc3ccccc3)cc2)o1
    -0.1	3	-0.2	0	-0.2	-4	i	-15	0	-4
- CCN(C(=O)COc1ccccc1[N+](=O)[O-])C1CCS(=O)(=O)C1 (configuration not stated)
    -0.6	-2	0.0	-2	1.6	-3	i	6	-7	-5
- CC(C)Sc1nc2ccccc2n2cnnc12
    -0.6	-4	1.2	-1	2.7	3	i	0	2	3
- COC(=O)[C@H](Cc1ccccc1)NC(=O)N1Cc2ccccc2C[C@H]1C(=O)OC
    0.0	4	-0.1	-1	-0.2	2	i	-4	7	-4
- O=C(CCCOc1ccccc1)Nc1ccc(Cl)c(S(=O)(=O)N2CCOCC2)c1
    2.0	-1	-0.3	0	-0.8	-11	i	-5	3	-19
- COc1ccccc1C(=O)O/N=C(\c1ccccc1)c1ccncc1
    -0.5	0	-0.2	0	0.3	1	i	0	3	11
- Cc1ccc(C(=O)Nc2nc(=O)n(C(=O)c3ccccc3C)s2)cc1
    -0.5	1	-0.6	-2	-0.1	8	i	2	1	-10
- O=C(Nc1ccc2c(c1)OCCO2)N1CCN(c2ccc(F)cc2)CC1
    0.6	3	-1.0	2	1.5	1	i	0	-4	-7
- COc1ccc(C2CC(C(F)(F)F)n3nc(C(=O)O)c(Cl)c3N2)cc1OC (configuration not stated)
    -1.2	-3	-1.6	-3	-0.8	2	i	6	-2	-10
- Cc1ccc(-c2nn(CCC(=O)O)cc2/C=C\C(=O)c2ccc(Br)cc2)cc1
    0.7	-7	2.7	-1	2.5	-2	i	11	11	-6
- COc1ccc(CCNC(=O)COc2cc(C)cc3oc(=O)c(C)c(C)c23)cc1OC
    -0.7	5	-1.1	1	0.8	-1	i	-5	-4	4
- CCOC(=O)c1cccc(NC(=O)CN(c2ccc(C)cc2)S(=O)(=O)c2c(C)noc2C)c1
    1.7	-1	-0.9	2	1.3	-14	i	-2	1	-13
- Nc1ccc2c(Cl)cc(Cl)cc2c1
    1.3	-14	0.1	0	0.0	-5	i	-20	-4	.
- COc1ccc(N2C(=O)CC(Sc3nnc(-c4ccccc4)o3)C2=O)cc1 (configuration not stated)
    -0.1	2	-0.5	-2	-0.1	0	i	2	0	-13
- Cc1cc(F)ccc1C(O)c1ncc(-c2ccc3ccccc3c2)[nH]1 (configuration not stated)
    2.2	-16	0.5	0	-0.6	7	i	0	-3	.
- Nc1nn(S(=O)(=O)c2ccccc2)cc1-c1ccc([N+](=O)[O-])cc1
    0.6	-27	0.6	-3	-0.2	-7	i	-5	-18	-8
- CC(CNC(=O)Cn1cnc2c(NCc3ccccc3)ncnc21)c1ccccc1 (configuration not stated)
    -0.7	6	0.5	-2	0.8	-3	i	-4	2	-4
- OCCN(CCO)CC(O)COc1ccc2c(c1)OCO2 (configuration not stated)
    -3.1	-3	-0.7	0	0.5	-5	i	0	3	-10
- COc1ccccc1CNC(=O)N1CCN(c2ccccc2C)CC1
    1.1	2	1.4	-1	2.0	-1	i	-1	-3	-8
- O=C(CSc1nnc2ncccn12)N1CCCCCC1
    -0.8	-2	-0.1	-1	0.1	-8	i	3	-1	9
- O=C(NC1CCCC1)C(c1ccc(F)cc1)N(C(=O)Cc1cccs1)c1ccc2c(c1)OCCO2 (configuration not stated)
    1.2	2	0.1	-1	1.2	0	i	8	-2	0
- CN(C)c1ccc(NC(=O)c2ccc3nsnc3c2)cc1
    -0.6	-9	-0.9	-1	1.0	4	i	-13	3	-4
- COc1cc(/C=N/NC(=S)Nc2cccc(Cl)c2C)ccc1OCC(=O)N1CC(C)OC(C)C1 (configuration not stated)
    0.6	-7	-0.5	-1	2.9	-2	i	-10	-2	-8
- COc1cc(C)c(Cl)cc1S(=O)(=O)NCC1CCCO1 (configuration not stated)
    -0.2	6	-0.7	0	1.9	-2	i	-1	-5	-11
- CC(=O)c1cc(-c2ccccc2)n(CCC(=O)NC(C)(C)C)c1C
    -0.4	-3	-0.5	-2	.	-1	i	1	8	-4
- Cc1ccc(C(=O)Nc2nc(-c3ccc4c(c3)OCCO4)cs2)o1
    1.3	5	0.1	-3	3.0	-2	i	-4	4	.
- CCNC(=O)Nc1nc2ccccc2s1
    -0.4	4	-0.3	1	0.1	-6	i	-1	3	-4
- NS(=O)(=O)c1ccc(CCNC(=S)NC2CCCCC2)cc1
    -1.2	-1	-1.4	-2	-0.6	2	i	2	-2	1
- CCOCCCNC(=O)/C(C#N)=C/c1ccc(C)o1
    0.9	-12	-1.3	1	7.0*	3	i	-40	-6	-1
- CC(NC(=O)c1noc2c1CCCCC2)c1ccccc1 (configuration not stated)
    1.0	4	0.3	3	0.8	-8	i	2	-4	-13
- O=C(NCc1ccc(Cl)cc1)C1CCC(=O)N(C2CCCCCC2)C1 (configuration not stated)
    -0.8	1	0.0	-3	-1.0	-2	i	1	3	-2

# 2 consecutive records from above, quoted:
# Fields – LMPTP inh	SUMO1 PPI mod	TbMetRS inhib	STEP inh	MsrA inh	NadD inh	Rpn11 inh	DNMT1 inh	CSN deneddyl inh	Scp1 inh
- COc1ccc(OCC(=O)Nc2cccc(NC(=O)COc3ccc(OC)cc3)n2)cc1
    1.6	1	-0.7	1	-1.7	4	i	2	-1	5
- Cc1ccc(C(=O)N2CCN(CCNC(=O)C(=O)NCc3ccc(Cl)cc3)CC2)cc1
    -0.5	-2	-0.8	-4	-0.8	-2	i	2	1	-5

# The list continues.
# Fields – LMPTP inh	SUMO1 PPI mod	TbMetRS inhib	STEP inh	MsrA inh	NadD inh	Rpn11 inh	DNMT1 inh	CSN deneddyl inh	Scp1 inh
- Cc1cccn2c(=O)nc(SCC(=O)NCc3ccccc3)nc12
    -0.8	-4	-0.3	-5	0.3	-1	i	2	3	-5
- COc1cccc(N2CCN(C(=O)c3ccc(=O)oc3)CC2C)c1 (configuration not stated)
    -1.1	5	-0.8	3	4.9*	7	i	9	-1	1
- O=C(Nc1ccc(N2CCOCC2)cc1)Nc1ccc(Cl)c(Cl)c1
    0.5	-1	0.0	3	1.4	-5	i	-19	2	-2
- COc1ccc(NC(=O)CN2CCN(CC(=O)Nc3ccc(F)cc3)CC2)cc1Cl
    -0.5	-2	-0.4	-2	0.3	-7	i	-2	2	-7
- O=C1N(c2ccccc2)C(c2ccccc2)N2CCCN12 (configuration not stated)
    -1.7	4	-1.0	-3	1.5	-6	i	3	1	-2
- O=C(O)c1ccc(N2C(=O)CSC2=S)cc1
    -1.8	-4	-0.1	3	1.5	-11	i	2	2	-11
- Nc1c(C(=O)NCC2CCCO2)sc(=S)n1-c1ccccc1 (configuration not stated)
    0.0	-19	0.0	-6	2.4	-3	i	0	-3	-5
- C/C(=N\NC(=O)C1COc2ccccc2O1)c1ccccn1 (configuration not stated)
    -1.2	1	-0.3	-1	-0.9	-7	i	3	-6	-1
- Cc1ccc(NC(=O)COc2ccc(Br)cc2C)cc1
    1.2	-3	0.9	0	-1.4	-1	i	0	-4	-27
- COc1ccc(NC(=O)CN2C(=O)CSc3ccc(S(=O)(=O)N4CCCC4)cc32)cc1OC
    0.5	-2	0.0	-1	1.1	-2	i	0	-1	6
- COc1cccc(Cn2cc(/C=N/NC(=O)c3cc(O)cc(O)c3)c3ccccc32)c1
    3.8	13	0.6	3	0.7	8	i	-11	-2	-15
- CCn1nc(C)cc1-c1n[nH]c(=S)n1N
    -2.0	0	0.4	3	0.6	2	i	-8	3	-2
- CCCCC(=O)NC1=NC(=O)C(C)(C)S1
    -2.3	0	-0.5	11	0.3	-4	i	2	-1	2
- COc1ccccc1C(=O)NCC(=O)OCc1nnc(-c2ccccc2)o1
    -1.0	-5	-0.2	-4	-0.1	-4	i	1	8	.
- CC(OC(=O)C1=COCCO1)C(=O)NC(C)c1ccc(Cl)cc1Cl (configuration not stated)
    -0.5	5	-0.2	-1	-1.2	-2	i	0	-2	4
- CCOC(=O)c1c(-c2ccc(OC)cc2)oc2c1C(OC(C)=O)CCC2 (configuration not stated)
    0.1	-1	-0.7	.	0.8	-6	.	.	4	.
- CC1(C)CC2CC(C)(CN2C(=O)NC(=O)c2ccccc2)C1 (configuration not stated)
    -2.2	9	0.1	0	-0.7	1	i	4	3	-8
